# High-throughput results (PubChem BioAssay)
# Rtt109 HAT inh: C. albicans Rtt109 histone acetyltransferase inhibition; purified Rtt109/Vps75, ThioGlo CoA-SH fluorescence, 4 h; inhibition, % at 34.9 µM; actives 0.16% (n = 330,000);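 active = inhibition of at least 50% in every replicate; inconclusive = best replicate reaches 50% inhibition but some replicates fall short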
# Target sequence (Q5AAJ8 whole entry, looked up): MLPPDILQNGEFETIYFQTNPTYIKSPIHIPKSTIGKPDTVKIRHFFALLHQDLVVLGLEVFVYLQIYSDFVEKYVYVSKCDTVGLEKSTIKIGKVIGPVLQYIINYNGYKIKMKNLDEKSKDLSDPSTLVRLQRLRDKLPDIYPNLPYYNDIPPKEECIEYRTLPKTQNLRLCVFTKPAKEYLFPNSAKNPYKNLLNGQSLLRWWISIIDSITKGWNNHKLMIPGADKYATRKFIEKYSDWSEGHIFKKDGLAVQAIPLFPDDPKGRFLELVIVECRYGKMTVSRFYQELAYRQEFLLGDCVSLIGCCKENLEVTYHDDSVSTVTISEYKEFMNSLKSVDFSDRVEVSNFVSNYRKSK
# SR-BI DiI-HDL act: enhances SR-BI lipid uptake from DiI-HDL | actives 0.096% (n = 320,000) | CHO ldlA[mSR-BI] cells, DiI-HDL uptake fluorescence, 3 h; 100 = double the neutral-control signal | activation, % at 12.5 µM;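 active = mean replicate activation of at least 60% and every replicate at or above 60%; inconclusive = mean or all-replicate condition met, but not both; inactive = mean below 60% and not all replicates reaching 60%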;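 also: 0% = median plate neutral-control signal and 100% = twice that signal; values of inactives mirror those of a sister screen read the other way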
#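 Assay system: CHO ldlA[mSR-BI] cells, LDL receptor-null, SR-BI overexpressing; medium: Ham's F12 with 0.5% BSA, HEPES 25 mM, pH 7.4; also added: DiI-HDL 10 µg/mL; timing: 3 h uptake period with compound, 37 °C; signal: DiI fluorescence, bottom read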
# CAL PDZ FP-1: blocks peptide binding to the human CAL PDZ domain | AID 602252 | purified CAL PDZ, TMR-peptide fluorescence polarization, 1 h | inhibition, % at 24.9 µM | actives 0.92% (n = 300,000);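 active = mean inhibition of at least 30% with at least half of replicates also reaching 30%; inconclusive = no clear call, values can overlap the other calls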;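 also: 0% = DMSO neutral control and 100% = excess unlabeled competitor peptide PRC23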
# MITF TRPM1 HTS: increases MITF-driven TRPM1 promoter luciferase signal; SK-MEL-5 TRPM1-promoter luciferase, 24 h; % of positive control, neutral wells = 0; actives 0.75% (n = 300,000); activation, % at 12.5 µM; AID 588334;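 active = mean activation of at least 80% with every replicate also reaching 80%; inconclusive = mean reaches 80% but some replicate falls short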;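 also: 0% = neutral control wells and 100% = parthenolide positive control wells; values of inactives mirror those of a sister screen read the other way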
# SR-BI DiI inh: blocks mouse SR-BI lipid uptake from DiI-HDL | Q61009 | ldlA[mSR-BI] CHO cells, DiI-HDL uptake fluorescence, 3 h | inhibition, % at 12.5 µM | actives 0.96% (n = 320,000) | AID 488896;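 active = mean replicate inhibition of at least 70% and a set share of replicates each scoring 70 or more; inconclusive = meets just one of the two criteria; inactive = fails both criteria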;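 also: 0% = median of neutral control wells and 100% = median of positive control wells; values of inactives mirror those of a sister screen read the other way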
# PfHsp90 set2: inhibits growth of yeast expressing Plasmodium falciparum Hsp90; actives 0.32% (n = 310,000); S. cerevisiae expressing PfHsp90, BacTiter-Glo ATP, 48 h; yeast lacking PDR1 and PDR3 efflux regulators; inhibition, % at 9.4 µM;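 active = every replicate shows inhibition above about 80%, whatever the replicate mean, limit read from the data; inconclusive = mean inhibition reaches the set limit but some replicate falls short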;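 also: 0% = DMSO neutral controls and 100% = 20 µM radicicol positive controls; yeast relying on Plasmodium falciparum Hsp90 in place of its own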
# NSD2 inh: inhibitors of human histone methyltransferase NSD2; inhibition, % at 12.5 µM; NSD2 peptide methylation, AlphaScreen, 120 min; O96028; actives 0.54% (n = 310,000); in the data active = inhibition above about 50%
# dFosB activator: enhances mouse delta FosB homodimer DNA binding. purified delta FosB, TAMRA-CDK5 oligo fluorescence polarization; percent of positive-control signal above neutral wells. actives 0.99% (n = 340,000). P13346. activation, % at 25 µM. AID 493131;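 active = mean activation above about 17%, with every replicate also reaching it, limit read from the data, passing the limit was not always enough; inconclusive = only one of the two conditions met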;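 also: fluorescence polarization rise as delta FosB binds a TAMRA Cdk5 AP-1 oligo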
# Target sequence (P13346 whole entry, looked up): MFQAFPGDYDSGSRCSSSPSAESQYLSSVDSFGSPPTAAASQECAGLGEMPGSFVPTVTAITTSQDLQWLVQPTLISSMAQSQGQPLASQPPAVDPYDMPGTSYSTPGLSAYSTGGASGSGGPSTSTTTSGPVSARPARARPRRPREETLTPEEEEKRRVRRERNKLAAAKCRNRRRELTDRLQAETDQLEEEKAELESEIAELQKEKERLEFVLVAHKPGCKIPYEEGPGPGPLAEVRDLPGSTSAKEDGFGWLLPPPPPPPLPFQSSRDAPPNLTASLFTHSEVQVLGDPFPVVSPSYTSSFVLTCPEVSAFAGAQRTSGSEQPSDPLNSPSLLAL
# PvdQ inh: blocks Pseudomonas aeruginosa PvdQ acylase activity; purified PvdQ acylase, fluorescence plate reader; inhibition, % at 10 µM; actives 0.063% (n = 340,000); AID 488965; in the data active = inhibition above about 30%, passing the limit was not always enough; inconclusive = no clear call, values can overlap the other calls;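 also: 0% = vehicle neutral wells and 100% = reference inhibitor wells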
# CAL PDZ FP-2: human CAL PDZ-peptide interaction inhibition. inhibition, % at 20 µM. actives 0.02% (n = 330,000). purified CAL PDZ, TMR-peptide fluorescence polarization, 1 h. Q9HD26. AID 504414;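 active = highest replicate inhibition of at least 40%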;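 also: plate controls were DMSO neutral control wells for no effect and unlabeled competitor peptide control wells for full effect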
#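 Material: tagged CAL PDZ protein CerCALP, purified; buffer or medium: sodium phosphate/NaCl buffer pH 7.4 with TCEP, IgG, Thesit; also added: fluorescent TMR peptide probe; schedule: 1 h incubation at room temperature before polarization reading; technique: fluorescence polarization from S- and P-plane intensities, G-factor corrected; control set: unlabelled peptide and DMSO controls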
# * marks the source's active call; other numbers are inactive results; ? = inconclusive; . = not tested or not shown. Rows were taken by chance; 4.3% or so of the library scored in one or more.
SMILES	NSD2 inh	CAL PDZ FP-1	PfHsp90 set2	SR-BI DiI inh	SR-BI DiI-HDL act	dFosB activator	PvdQ inh	Rtt109 HAT inh	MITF TRPM1 HTS	CAL PDZ FP-2
CSc1cccc(NC(=S)N(Cc2ccc(C)cc2)Cc2ccccn2)c1	.	-0.5	-4.1	-23.2	23.2	-2.9	1.9	1.8	-7.2	-1.8
COCCNC(=O)c1cc2c3ccccc3n(C)c2s1	1.4	.	.	7.9	-7.9	-1.1	-12.3	-10.0	-9.6	-0.6
CN(Cc1cn(C)nc1-c1ccccc1F)C1CCOC1 (configuration not stated)	-1.1	2.1	-29.9	1.1	-1.1	-3.5	5.1	-22.7	-4.7	-0.5
O=C(N/C(=C/c1ccc(F)cc1)C(=O)N1CCOCC1)c1ccccc1	0.0	-2.9	0.3	-3.6	3.6	0.5	3.1	-4.8	-5.4	-2.7
O=C(Nc1ccccc1)Nc1ccc2ccccc2n1	-1.9	0.6	-9.7	12.2	-12.2	1.1	-5.2	-2.2	27.8	-1.1
COc1ccccc1NC(=S)N(Cc1cccnc1)Cc1ccco1	0.4	2.1	-10.6	-18.5	18.5	-7.8	-5.7	-1.8	-0.4	-0.5
CCCC(=O)c1c(NC(C)C)cc(C)oc1=O	-4.1	-0.7	31.5	-13.5	13.5	-9.4	7.1	22.6	12.2	.
Clc1cccc(N/N=C/c2ccc(N3CCOCC3)s2)c1	2.1	-0.7	-0.3	20.1	-20.1	2.9	14.4	-7.0	7.6	-2.5
CCCc1nnc(SCC(=O)Nc2ccc(Cl)cc2Cl)o1	-3.4	-2.8	-2.7	.	.	-6.6	-9.5	-19.9	.	-1.9
O=C(CN1C(=O)S/C(=C/c2ccncc2)C1=O)N1CCOCC1	-9.6	.	19.5	-25.5	25.5	-2.9	-4.4	-13.2	6.0	-0.7
O=C(O)CCn1c(SCc2ccccc2)nc2ccccc21	-0.1	-3.7	-0.8	8.4	-8.4	-3.0	-2.1	-0.1	13.4	-2.7
CN(CC(=O)Nc1cccc2c1CCCC2)S(=O)(=O)c1ccc(Br)cc1	-1.1	-5.7	-47.2	21.1	-21.1	-6.5	-9.8	0.2	5.1	-3.7
Cc1ccc(C(=O)N2CCN(c3ccccc3)CC2)cc1C	-0.8	-2.0	8.5	9.3	-9.3	-0.7	-12.9	2.8	33.1	-3.7
CC(C)N(C(=O)[C@H]1CC(CC(=O)NCCc2ccccn2)C(=O)N2CCc3c([nH]c4ccccc34)[C@]12C)C(C)C (some centres not stated)	.	-5.3	0.1	-38.4	38.4	-8.0	-0.5	3.7	-2.0	0.0
CCOc1ccc(OCCSc2nc3ccccc3[nH]2)cc1	0.3	-3.7	-17.5	17.0	1.0	-10.6	-10.4	-1.1	0.0	-2.6
CCOc1cccc(N2C(=O)CC(N(CCc3ccc(OC)c(OC)c3)C(=O)CC)C2=O)c1 (configuration not stated)	-2.5	2.1	-1.1	1.4	7.8	0.2	-9.3	3.6	-9.1	0.8
COc1ccc(OC)c(N=C2C(=O)Nc3ccccc32)c1	6.8	-0.3	.	4.4	-4.4	-6.0	-10.5	3.9	-9.2	-0.7
CCN(CC(=O)Nc1cc(S(=O)(=O)N2CCOCC2)ccc1Cl)Cc1ccccc1	0.3	-5.3	-0.5	51.5	-51.5	-11.5	1.2	-21.1	-11.0	0.0
NC(=S)NN=C(c1ccc(Br)cc1)C1CC1	-2.2	-1.9	10.2	78.6*	-78.6	0.7	-9.9	-0.4	-0.6	0.3
O=C(CC(C(=O)O)N1CCOCC1)Nc1ccc(Cl)cc1 (configuration not stated)	3.7	-1.9	0.2	-0.2	0.2	4.8	-10.2	0.1	-5.3	-0.6
OCC[C@H]1C[C@@H](O)[C@H](O)[C@@]2(Cc3ccccc3O2)O1	.	-4.1	13.7	-37.2	37.2	4.1	-6.7	-9.6	3.7	-0.7
COC(=O)c1ccc(-n2c(C)cc(-c3csc(NC(=O)c4ccc(S(=O)(=O)N(C)C)cc4)n3)c2C)cc1	6.8	.	-13.3	54.9	-54.9	-10.3	-10.3	3.6	7.5	-2.5
Brc1ccc(-c2ccc(/C=N/Nc3nc4ccccc4[nH]3)o2)cc1	.	4.2	20.0	39.2	-39.2	38.9*	-6.1	-17.3	62.3	1.8
CCOc1ccc(NC(=O)c2ccc(OCC3CCCO3)cc2)cc1S(=O)(=O)N(CC)CC (configuration not stated)	1.1	.	2.9	22.7	-22.7	1.1	7.7	5.8	-0.4	-0.5
O=C(O)c1cc(Cl)c(Cl)cc1C(=O)N1CCCC1	-0.1	-1.8	19.4	2.6	-2.6	5.8	8.9	2.3	-0.9	-1.1
CCCn1c(=O)c(C(=O)NCCc2ccc(OC)c(OC)c2)c(O)c2ccccc21	0.5	-6.9	-8.4	24.2	-24.2	1.0	9.4	0.0	.	-0.9
O=C(COC(=O)C1CC1)Nc1ccc(Cl)cn1	3.3	.	.	9.0	-9.0	1.9	4.8	?	-5.6	0.1
O=C(NCc1ccc2c(c1)OCO2)Nc1ccc([N+](=O)[O-])cc1	-0.5	-1.4	-5.0	24.1	-24.1	3.2	-5.7	-6.6	1.7	-1.9
CCC(=O)OCC(=O)Nc1ccc([N+](=O)[O-])cc1OC	2.2	-3.8	-18.1	6.8	-6.8	5.1	9.3	10.3	9.4	-0.3
Cc1ccc(OCCNC(=O)Cn2cnc3c(=O)n(C)c(=O)n(C)c32)cc1C	-1.1	29.8	-2.6	-9.7	9.7	-6.1	-5.6	-3.4	-9.6	-0.1
COc1ccc(N(CN2C(=O)c3ccccc3C2=O)C(=O)C(C)C)cc1	0.6	-5.6	-20.6	-0.6	0.6	-8.0	-15.3	3.6	-1.4	.
CCc1ccc(OC(C)C(=O)N(Cc2ccccc2)C2CCS(=O)(=O)C2)cc1 (configuration not stated)	-4.8	.	-20.8	.	.	-14.4	-9.5	-1.9	5.1	-0.8
O=C(c1ccccc1Br)N1N=C(c2ccccc2)CC1c1ccccc1F (configuration not stated)	0.9	-3.8	-26.7	.	.	2.6	-7.0	4.6	-0.3	-0.8
O=C(CSc1nc2[nH]ncc2c(=O)[nH]1)c1ccccc1	-0.5	-16.3	23.3	-3.9	3.9	-4.9	0.3	.	6.4	-2.3
CCC1(C)Cc2ccccc2C(Nc2c(C)n(C)n(-c3ccccc3)c2=O)=N1 (configuration not stated)	-4.3	-3.8	-9.7	-13.0	13.0	0.8	-12.6	0.0	9.8	0.6
O=C(O)C1C2C=CC(C2)C1C(=O)Nc1ccc(C(=O)N2CCCCC2)c(Cl)c1 (configuration not stated)	5.3	-4.8	-12.9	2.8	-2.8	4.0	-10.1	13.1	0.7	.
CC1(C)Cc2cccc(OCC(O)CNCc3ccccn3)c2O1 (configuration not stated)	1.2	4.9	7.0	-15.4	15.4	3.1	-3.8	-9.3	1.8	0.4
O=C(COc1ccccc1)N(Cc1cccs1)C1CCS(=O)(=O)C1 (configuration not stated)	0.0	-8.8	-9.3	-2.3	2.3	-1.0	-5.5	-4.3	-10.3	-1.2
COc1cc(=O)[nH]c(SC(C)C(=O)Nc2cccc3ccccc23)n1 (configuration not stated)	0.5	2.2	11.7	.	.	4.0	1.4	-4.2	.	-2.7
COC(=O)c1sccc1N/N=C/c1cccc(OC)c1O	-2.3	-4.8	4.2	.	.	-6.3	-5.5	-7.6	-13.6	0.7
Cc1[nH]c2ccccc2c1CCN(Cc1cccs1)C(=S)Nc1ccccc1	.	.	-17.8	12.8	-12.8	-3.4	-16.5	-4.0	3.7	-0.1
Cc1ccnc(SCc2cc(=O)c(OC(=O)c3ccc(S(=O)(=O)N4CCCC4)cc3)co2)n1	-2.1	.	20.3	-17.9	17.9	0.9	-12.9	6.3	-7.0	-2.8
CCOc1ccccc1NC(=O)CCn1c(=O)oc2ccccc21	-3.3	-5.5	20.2	.	.	-0.9	-17.8	1.7	.	12.0
CCN(CC)S(=O)(=O)c1ccc(N2CCOCC2)c(NS(=O)(=O)c2ccc(C)c(C)c2)c1	-0.2	88.6*	-2.3	1.5	-1.5	-13.1	-12.0	-5.6	4.3	-0.2
CC12C(=O)N(c3cccc4cccnc34)C(=O)C1C1C=CC2C1 (configuration not stated)	.	.	5.7	-8.2	8.2	-0.2	-11.5	3.0	-7.9	-0.4
OC(Cc1cccnc1)(Cc1cccnc1)c1cc2ccccc2[nH]1	-0.3	.	-6.9	-13.9	13.9	-5.8	-2.2	4.1	6.2	0.3
CCc1nnc(NC(=O)c2ccc3ccccc3n2)s1	78.3*	.	-43.9	.	.	-28.0	-3.5	-4.5	14.6	-11.0
CN(C)CCCN(C(=O)c1nc2ccccc2s1)c1nc2ccc(F)cc2s1	.	-0.9	-18.0	20.5	-20.5	13.6	-7.0	-2.0	2.8	0.3
O=C(CN1CCN(C(=O)c2cncn2-c2ccccc2)CC1)Nc1ccccc1Cl	0.9	-1.6	0.7	7.7	-7.7	-5.8	-29.1	6.5	1.5	-0.4
N=c1c(S(=O)(=O)c2ccc(Cl)cc2)cc2c(=O)n3ccccc3nc2n1CC1CCCO1 (configuration not stated)	.	-3.5	-19.2	10.9	-10.9	-12.1	-14.7	-7.5	2.9	-3.9
CN1C(=O)/C(=C\c2cc(Br)cs2)c2ccccc21	0.3	0.8	-15.6	16.2	-16.2	-15.4	-5.5	2.2	30.5	0.2
CCCNC(=O)NC(=O)CSc1nnc(C)n1N	-1.0	-0.4	-21.0	-22.5	22.5	-0.7	-4.8	2.2	-0.7	0.6
CCn1c(C)nc2cc(C(=O)NNC(=S)NC(=O)c3ccccc3)ccc21	-8.0	.	6.1	-10.4	10.4	-2.8	8.8	4.2	1.0	-1.1

# Laid out differently: results already given
NSD2 inh,CAL PDZ FP-1,PfHsp90 set2,SR-BI DiI inh,SR-BI DiI-HDL act,dFosB activator,PvdQ inh,Rtt109 HAT inh,MITF TRPM1 HTS,CAL PDZ FP-2,SMILES
-1.1,29.8,-2.6,-9.7,9.7,-6.1,-5.6,-3.4,-9.6,-0.1,Cc1ccc(OCCNC(=O)Cn2cnc3c(=O)n(C)c(=O)n(C)c32)cc1C
0.6,-5.6,-20.6,-0.6,0.6,-8.0,-15.3,3.6,-1.4,.,COc1ccc(N(CN2C(=O)c3ccccc3C2=O)C(=O)C(C)C)cc1
